HIF act = HIF pathway transcriptional activation; U2OS HRE-luciferase reporter, luminescence; normalized: DMSO 0%, desferrioxamine 100%; 300,000 compounds, 0.32% hits; activation, % at 7.5 µM (by protocol);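 active = mean activation of at least 10% of the iron chelator positive control signal, with at least half of replicates also reaching 10%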
MrgX1 antag = blocks BAM8-22 activation of human MrgX1 receptor; Q96LB2; MRGX1-HEK293 calcium flux, Fluo-4, BAM8-22 antagonism; stronger effect = lower value; B-score at 10 µM; 310,000 compounds, 1.3% hits; AID 588676;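 active = calcium-response B-score plate-corrected more than 3 library SD below zero, starting fluorescence within 5 deviations, no agonist response on first addition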;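 note: peak minus trough fluorescence over baseline after final BAM8-22 challenge near maximal dose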
Target sequence (Q96LB2 whole entry, looked up): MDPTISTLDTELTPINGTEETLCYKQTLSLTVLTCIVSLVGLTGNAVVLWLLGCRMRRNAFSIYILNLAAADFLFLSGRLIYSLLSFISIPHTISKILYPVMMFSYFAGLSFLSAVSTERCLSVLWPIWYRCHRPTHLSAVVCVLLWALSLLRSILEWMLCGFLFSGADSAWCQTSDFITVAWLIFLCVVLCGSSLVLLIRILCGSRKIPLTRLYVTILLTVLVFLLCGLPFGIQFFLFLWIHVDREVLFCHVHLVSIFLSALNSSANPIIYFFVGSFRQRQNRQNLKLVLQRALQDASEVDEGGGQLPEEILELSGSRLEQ
PolyA inh = inhibitors of polyadenylation in S. cerevisiae | S. cerevisiae SKY197-pL101 polyadenylation reporter, beta-gal luminescence; efflux-impaired pdr1/pdr3 knockout yeast; score 100 = 6 SD above DMSO | calls only at 12 µM | 300,000 compounds, 0.02% hits;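 active = lowest replicate activity score at least 50, where 100 means six control SD above control mean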;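 note: yeast exposed to compound for 9 h at 30 °C; higher score means more reporter readthrough which indicates perturbed polyadenylation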
TRPC4 act = activators of mouse TRPC4 channel; Q9QUQ5; HEK293 TRPC4beta/mu-opioid, Fluo4 calcium fluorescence; stronger effect = higher value; B-score at 10 µM; 310,000 compounds, 0.49% hits;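 active = B-score above 5 SD of library B-scores, and initial fluorescence ratio not above library mean plus 5 SD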;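 note: positive B-score marks a calcium rise read as TRPC4 activation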
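System – HEK293 cells stably co-expressing mouse TRPC4beta and mu-opioid receptor · Signal – Fluo4 calcium-sensitive dye fluorescence, kinetic, 1 Hz baseline · Benchmarks – buffer (low) and maximal DAMGO (high) · Read-out – B score of integrated fluorescence ratio per well · Incubation – dye loading 45 min room temperature, 110 s kinetic read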
MrgX1 PAM = human MrgX1 positive allosteric modulation, primary screen. Q96LB2. MrgX1-HEK293, Fluo-4 calcium flux, FDSS; stronger effect = higher value. B-score at 10 µM. 310,000 compounds, 0.63% hits. AID 588675;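 active = plate-corrected calcium response at least 3 library SD above typical, normal starting fluorescence, not activating the receptor alone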;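 note: compound read alongside a low EC10 to EC30 dose of BAM8-22 agonist; peak minus trough fluorescence over baseline measured at the second addition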
TRPC4 PAM = allosteric potentiators of mouse TRPC4 channel; 310,000 compounds, 0.42% hits; AID 2227; B-score at 10 µM; HEK293 TRPC4beta/mu-opioid, DAMGO EC20, Fluo-4 Ca2+ flux; stronger effect = higher value;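 active = B-score of calcium response area above 5 SD of library B-scores, with initial fluorescence ratio within 5 SD of library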;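 note: B-score of integrated fluorescence ratio over time as area under calcium response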
MrgX1 agonist = agonists of human MrgX1 receptor; AID 588627; Q96LB2; MrgX1-HEK293 cells, Fluo-4 calcium fluorescence, agonist mode; stronger effect = higher value; B-score at 10 µM; 310,000 compounds, 0.44% hits;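 active = calcium response B-score plate-corrected fluorescence ratio at least 3 library SD, with starting fluorescence B-score inside 5 SD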
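Material: MrgX1-expressing HEK293 cells / Dosing: compound as first of three additions / Incubation: overnight seeding, then 1 h dark dye loading / Signal: Fluo-4 NW calcium fluorescence / Evaluation: B-scored fluorescence response ratio / Benchmarks: positive and negative control wells on each plate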
TRPC6 inhibitor = blocks the mouse TRPC6 cation channel | B-score at 10 µM | HEK293-TRPC6, membrane potential dye, ACh-evoked depolarization; stronger effect = lower value | 310,000 compounds, 1.1% hits | Q61143;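 active = B-score under library mean minus 3 SD, initial fluorescence not abnormally high, positive integrated signal ratio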;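 note: B-score derived from integrated fluorescence ratio over the kinetic read; more negative B-score means stronger inhibition of depolarization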
TRPC4 inh = TRPC4 (mouse) channel inhibition; AID 2247; HEK293 TRPC4beta/mu-opioid, DAMGO-evoked Fluo4 calcium flux; stronger effect = lower value; B-score at 10 µM; Q9QUQ5; 300,000 compounds, 0.39% hits;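 active = B-score over 3 SD under the library average, no early fluorescence shift, positive overall ratio signal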
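Assay system: HEK293 cells with stable TRPC4beta plus mu-opioid receptor expression. Dosing: single dose. Measured by: Fluo4 Ca2+ flux fluorescence. Also added: DAMGO in two steps, submaximal then maximal. Read-out: B score from integrated Fluo4 fluorescence ratio.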
AI-2 QS mod = Vibrio harveyi AI-2 quorum sensing modulation | 300,000 compounds, 0.4% hits | activity change, % at 7.5 µM | Vibrio harveyi JMH597 AI-2 luminescence/OD600 ratio, 9 h; stronger effect = lower value; strain lacks LuxN and CqsS sensors; 0 = neutral-control median | AID 2094; in the data active = activity change below about -75%, passing the limit was not always enough;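 note: luminescence divided by OD600 gain over 9 h not by final OD600 alone; inactives centre near 13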
TRPC6 act = activates the mouse TRPC6 cation channel; Q61143; HEK293-TRPC6 membrane potential dye fluorescence; stronger effect = higher value; B-score at 10 µM; 310,000 compounds, 0.13% hits;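 active = B-score of the integrated fluorescence ratio above library mean plus 3 SD, and starting fluorescence ratio within library mean plus 5 SD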;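 note: higher score means more depolarization so channel activation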
Starred values were filed as active, the others as inactive; i = inactive; / = no result given.

SMILES	HIF act	MrgX1 antag	PolyA inh	TRPC4 act	MrgX1 PAM	TRPC4 PAM	MrgX1 agonist	TRPC6 inhibitor	TRPC4 inh	AI-2 QS mod	TRPC6 act
CCOc1ccc(-c2nc(-c3ccc(OC)cc3)no2)cc1OCC	-0.1	i	i	i	i	i	i	i	i	17	i
CC(C)CC(OC(=O)c1ccco1)C(=O)NC1CCCC1 (stereo unspecified)	-0.3	i	i	i	i	i	i	i	i	6	i
CC1(C)CC(=O)C=C(NCC(O)c2ccccc2)C1 (stereo unspecified)	-1.0	i	i	i	i	i	i	i	i	21	i
COc1ccc(C2CC(c3ccccc3)=NN2S(=O)(=O)c2ccccc2)cc1 (stereo unspecified)	0.8	i	/	i	i	i	i	i	i	2	i
COc1cccc(N2CCN(C3CC(=O)N(c4ccc(Cl)cc4)C3=O)CC2)c1 (stereo unspecified)	-16	i	i	i	i	i	i	i	i	-2	i
O=C(OCC(=O)N1CCN(C(=O)c2ccco2)CC1)c1cc(-c2ccc(Cl)c(Cl)c2Cl)nc2ccccc12	-0.4	i	i	i	i	i	i	i	i	34	i
CC(=NCCN1CCNCC1)C1=C(O)CC(C)(C)CC1=O	0.0	i	i	i	i	i	i	i	i	17	i
CC(=O)c1ccc(OCCCC(=O)N(CCC2=CCCCC2)c2c(N)n(Cc3ccccc3)c(=O)[nH]c2=O)cc1	0.7	i	i	i	i	i	i	i	i	21	i
CCOC(=O)c1ccc(N2C(=O)C3CC=CCC3C2=O)cc1 (stereo unspecified)	-0.2	i	i	i	i	i	i	i	i	18	i
Cc1cccc(N2CCN(S(=O)(=O)c3ccc4c(c3)NC(=O)C(C)S4)CC2)c1C (stereo unspecified)	0.1	i	i	i	i	i	i	i	i	13	i
CCC1(C)Cc2ccccc2-c2nc(NN)[nH]c(=O)c21 (stereo unspecified)	0.5	i	i	i	i	i	i	i	i	-9	i
C=CCOc1ccc(C2C(C#N)=C(N)N(Nc3ccccc3)C3=C2C(=O)CCC3)cc1OC (stereo unspecified)	1.9	i	i	i	i	i	i	i	i	15	i
CN(C(=O)c1ccc2c(c1)SC1=NS(=O)(=O)CCN12)C(c1ccccc1)c1ccccc1	-0.4	i	i	i	i	i	i	i	i	14	i
O=C(Cn1c(NCCO)nc2ccccc21)NCC(F)(F)F	-0.6	i	i	i	i	i	i	i	i	6	i
COC(=O)c1ccc(NC(=O)CSc2ccc(-c3ccccn3)nn2)cc1	0.1	i	i	i	i	i	i	i	i	6	i
O=C(NCc1n[nH]c(=S)n1-c1ccc(Br)cc1)c1ccc(S(=O)(=O)N2CCCCC2)cc1	0.0	i	i	i	i	i	i	i	i	50	i
Cc1nn(-c2ccccc2)c(N)c1N=Nc1cccc(S(=O)(=O)N2CCOCC2)c1	0.7	i	i	i	i	i	i	i	i	11	i
CCCNC(=O)C(Cc1ccccc1)NS(=O)(=O)c1ccc2c(c1)CCC(=O)N2 (stereo unspecified)	/	i	i	i	i	i	i	i	i	-14	i
O=C(NCc1ccccc1F)C1CCCN1S(=O)(=O)c1ccc(Cl)cc1 (stereo unspecified)	-0.1	i	i	i	i	i	i	i	i	19	i
C/C(=N/NC(=O)CN1CCN(S(=O)(=O)c2ccc(C)cc2)CC1)c1cccc(O)c1	0.0	i	i	i	i	i	i	i	i	15	i
Cc1cc(C)c(C)c(S(=O)(=O)NCCCn2ccnc2)c1C	0.8	i	i	i	i	i	i	i	i	1	i
Cc1ccc(NC(=O)CSc2nc3ccccc3nc2N2CCCC2)cc1	1.9	i	i	i	i	i	i	i	i	6	i
C=CCNc1cnn(-c2ccc(C)cc2)c(=O)c1Sc1ccc(C)cc1	-1.5	i	i	i	i	i	i	i	i	15	i
CCS(=O)(=O)Nc1cc(OC)c(OC)cc1Cc1nccc2cc(OC)c(OC)cc12	-0.2	i	i	i	i	i	i	i	i	18	i
COc1ccc(NC(=O)CSc2nnc(NC(=O)C3CCC3)s2)cc1	-0.1	i	i	i	i	i	i	i	i	1	i
CCCn1c2ccccc2c2cnn(CC(=O)NCCCOC)c(=O)c21	-2.4	i	i	i	i	i	i	i	i	19	i
O=C(c1ccco1)N1CCN(C(c2ccccc2Cl)c2nnnn2Cc2cccs2)CC1 (stereo unspecified)	-7.0	i	i	i	i	i	i	i	i	17	i
COc1ccc(C(C)C)cc1S(=O)(=O)Nc1ccccn1	-0.1	i	i	i	i	i	i	i	i	20	i
CCOc1ccc(OCC)c(-c2c(=O)n(OCc3ccc(C(C)(C)C)cc3)c3ccccc3[n+]2[O-])c1	-0.3	i	i	i	i	i	i	i	i	8	i
CCCCCNC(=O)N[C@H](C(=O)O)C(C)C	-2.8	i	i	i	i	i	i	i	i	5	i
Cn1c(=O)c2c(nc(CN3CCN(c4ccc(F)cc4)CC3)n2Cc2ccccc2F)n(C)c1=O	-0.2	i	i	i	i	i	i	i	i	20	i
Cc1cccc(C)c1NC(=O)CN(C)C(=O)c1ccccc1SCC(=O)N1CCCC1	0.0	i	i	i	i	i	i	i	i	-6	i
CCC1Oc2ccccc2N(CC(=O)NC2CC2)C1=O (stereo unspecified)	-0.2	i	i	i	i	i	i	i	i	3	i
CC(C)C(C)NC(=O)COc1ccc(Sc2ccc(OCC(=O)NC(C)C(C)C)cc2)cc1 (stereo unspecified)	-0.5	i	i	i	i	i	i	i	i	15	i
CCN(CC)S(=O)(=O)c1ccc(N2CCc3ccccc3C2)nc1	1.3	i	i	i	i	i	i	i	i	/	i
COc1nc(NC(=O)c2ccc(F)cc2)nc(OC)c1-c1ccccc1	-2.3	i	i	i	8.2*	i	i	i	i	-5	i
O=C(CCCCC(=O)N1CCOCCOCCOCC1)OCc1ccccc1	-0.7	i	i	i	i	i	i	i	i	-3	i
CCn1c(CN2CCN(Cc3ccc(C)cc3)C(CCO)C2)nc2ccccc21 (stereo unspecified)	0.1	i	i	172*	i	i	i	i	i	5	i
O=C(NC1CCCCCCC1)C1CCN(S(=O)(=O)N2CCC3(CC2)OCCO3)CC1	/	i	i	i	i	i	i	i	i	19	i
CCCCCOc1ccc(NS(C)(=O)=O)cc1	1.5	i	i	i	i	i	i	i	i	-8	i
CCOc1ccc(C2CC(c3c(O)c4ccccc4oc3=O)=NN2c2ccccc2)cc1OC (stereo unspecified)	0.3	i	i	i	i	i	i	i	i	25	i
CC1=NOC(=O)/C1=C\c1ccc(-c2cccc(Cl)c2)o1	0.2	i	i	i	i	i	i	i	i	47	i
COc1cnc(N(C)C)nc1Sc1cccc(Cl)c1	2.0	i	i	i	i	i	i	i	i	18	i
COC(=O)C1=C(C)NC(=S)NC1c1ccco1 (stereo unspecified)	-0.1	i	i	i	i	i	i	i	i	5	i
O=C(COc1ccc(Cl)cc1Cl)Nc1ccc2nc3n(c(=O)c2c1)CCCC3	-0.3	i	i	i	i	i	i	i	i	35	i
COc1cc(-c2nc3ccc4ccccc4c3c3c2CCC3)cc(OC)c1O	0.0	i	i	i	i	i	i	i	i	36	i
COc1ccc2c(c1)cc(C(=O)O)n2C	0.0	i	i	i	i	i	i	i	i	38	i
C/C(Cc1ccccc1)=N\NC(=O)c1ccccn1	2.7	i	i	i	i	i	i	i	i	25	i
Cc1cccc(Nc2nc(N)nc(CCl)n2)c1C	-0.4	i	i	i	i	i	i	i	i	-1	i
Fc1ccc(NC(=S)Nc2cccnc2)cc1	0.4	i	i	i	i	i	i	i	i	2	i
O=C(COC(=O)Cc1ccc(Cl)cc1Cl)NCCC1=CCCCC1	-0.4	i	i	i	i	i	i	i	i	18	i
O=C(N/N=C/c1c(O)n(-c2ccc(Cl)cn2)c(=O)c2ccccc12)C1CC1	0.1	i	i	i	i	i	i	i	i	24	i
O=C(O)c1cc(Br)ccc1NN=C1CCCCC1	0.6	i	i	i	i	i	i	i	i	9	i
O=C(COc1ccccc1)NC1C(=O)N2C(C(=O)O)=C(Cl)CSC12 (stereo unspecified)	-0.4	i	i	i	i	i	i	i	i	21	i
COc1ccc(Cc2nnc(N/N=C(\C)c3ccccc3)[nH]c2=O)cc1OC	0.5	i	i	i	i	i	i	i	i	14	i
Fc1ccc(OCCCCCn2ccnc2)cc1	0.4	i	i	i	i	i	i	i	i	-55	i
CC(Oc1ccc2c(c1)oc(=O)c1ccccc12)C(=O)NCC1CCC(C(=O)O)CC1 (stereo unspecified)	-0.3	i	i	i	i	i	i	i	i	8	i
COCCN1C(=O)N[C@@H](CCc2ccccc2)[C@H](C(=O)OC)[C@H]1C	-0.6	i	i	i	i	i	i	i	i	18	i
CCCCc1cc(=O)oc2cc(C)cc(OCC(=O)NCCN3CCOCC3)c12	-0.5	i	i	i	i	i	i	i	i	22	i
COc1ccc(N2CCN(C(=O)c3ccc4c(c3)CCN4S(=O)(=O)c3ccccc3)CC2)cc1	-0.1	i	i	i	i	i	i	i	i	18	i
(list continues)
SMILES	HIF act	MrgX1 antag	PolyA inh	TRPC4 act	MrgX1 PAM	TRPC4 PAM	MrgX1 agonist	TRPC6 inhibitor	TRPC4 inh	AI-2 QS mod	TRPC6 act
O=C(NC1CC1)c1ccc2c3c(cccc13)CC2	0.1	i	i	i	i	i	i	i	i	4	i
CCC(C(=O)Nc1ccc(C)cc1)c1ccccc1 (stereo unspecified)	-0.6	i	i	i	i	i	i	i	i	24	i
CCOc1ccc(NC(=O)c2ccc(NC(=O)Cc3n[nH]c(=O)c4ccccc34)cc2)cc1	-0.6	i	i	i	i	i	i	i	i	8	i
COc1ccc([N+](=O)[O-])c(OC)c1C(=O)NC(=O)Nc1c(F)c(F)c(F)c(F)c1F	0.1	i	i	i	i	i	i	i	i	20	i
COc1ccc(C(=O)NCc2nnc(SCC(=O)Nc3ccccc3OC)n2C)cc1	0.0	i	i	i	i	i	i	i	i	14	i

Record cards, as listed above. Order of screens: HIF act, MrgX1 antag, PolyA inh, TRPC4 act, MrgX1 PAM, TRPC4 PAM, MrgX1 agonist, TRPC6 inhibitor, TRPC4 inh, AI-2 QS mod, TRPC6 act
Cn1c(=O)c2c(nc(CN3CCN(c4ccc(F)cc4)CC3)n2Cc2ccccc2F)n(C)c1=O reads -0.2, i, i, i, i, i, i, i, i, 20, i
CCCNC(=O)C(Cc1ccccc1)NS(=O)(=O)c1ccc2c(c1)CCC(=O)N2 (stereo unspecified) reads /, i, i, i, i, i, i, i, i, -14, i

Bioassay records: PubChem, several laboratories

Not all compounds are listed; the hit share may differ from the screen's.
